LMPTP inh: LMPTP (human) inhibition | P24666 | recombinant LMPTP-A, OMFP fluorogenic substrate, fluorescence intensity | inhibition, % at 20 µM | 360,000 compounds, 0.22% hits | AID 651560;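 active = compounds that cut the enzyme signal by at least half of the control window in the single-dose screen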;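 note: plate controls were DMSO wells with enzyme plus substrate for no effect and substrate without enzyme for full effect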
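Test system – LMPTP-A enzyme · Amount – LMPTP-A at 0.625 nM final in the reaction · Buffer or medium – Bis-Tris pH 6.0, DTT, detergent · Reagent – OMFP 400 µM · Doses – single 20 µM dose · Schedule – reaction 50 min, room temperature, dark · Detection – fluorescence intensity of OMFP turnover product · Evaluation – percent inhibition versus substrate-only and uninhibited controls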
STEP block: inhibitors of human striatal-enriched phosphatase STEP; 360,000 compounds, 0.25% hits; inhibition, % at 20 µM; recombinant STEP, OMFP fluorogenic substrate, fluorescence; AID 588621;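 active = inhibition at 20 µM, scaled per plate between control wells, above about 37%, limit read from the data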;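 note: 0% = DMSO with enzyme and substrate and 100% = substrate only without enzyme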
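Also added – OMFP at 25 µM · Test system – STEP tyrosine phosphatase · Technique – FITC-channel fluorescence of OMFP product · Schedule – 20 min at room temperature, dark · Evaluation – control-normalized % inhibition with plate pattern correction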
Scp-1 inhibitor: blocks human Scp-1 phosphatase activity; Q9GZU7; Recombinant Scp1, phosphopeptide, malachite green phosphate absorbance; inhibition, % at 20 µM; 340,000 compounds, 0.88% hits; AID 493091;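 active = inhibition above about 50% at 20 µM, limit read from the data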;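 note: plate controls were DMSO wells with enzyme for no effect and wells lacking enzyme for full effect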
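Times: enzyme reaction 45 min at room temperature, colour 5 min, stabilisation 30 min. Material: SCP-1 catalytic fragment, aa 76-261. Medium: Acidic Tris acetate buffer with magnesium and detergent. Signal: colorimetric free-phosphate detection, absorbance 630 nm. Read-out basis: % inhibition of SCP-1 phosphate liberation. Reagent: Phosphorylated 17-residue peptide substrate.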
SKN-1 inh: C. elegans SKN-1 inhibition; inhibition, % at 21.8 µM; C. elegans VP596 Pgst-4::GFP/RFP ratio, acrylamide-induced, 24 h; 360,000 compounds, 0.49% hits;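 active = interference check ratio from 0.5 to 1.5 plus GFP to RFP signal ratio inhibition reaching or exceeding a fixed threshold, cut at about 30% in these data, passing the limit was not always enough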; note: some compounds called inactive have numbers as strong as hits
DNMT1 inh: inhibitors of human DNMT1 | DNMT1 molecular beacon, Hinp1I cleavage, fluorescence | inhibition (reported as % activation of signal), % at 10 µM | AID 588458 | P26358 | 360,000 compounds, 0.83% hits; in the data active = inhibition above about 50%
SUMO1-SIM PPI: alters human SUMO1 binding to SIM partners; P63165; SUMO1 binding to a labelled peptide, TR-FRET, 1 h; inhibition, % at 20 µM; 360,000 compounds, 0.33% hits; in the data active = inhibition above about 37%
Target sequence (P63165 whole entry, looked up): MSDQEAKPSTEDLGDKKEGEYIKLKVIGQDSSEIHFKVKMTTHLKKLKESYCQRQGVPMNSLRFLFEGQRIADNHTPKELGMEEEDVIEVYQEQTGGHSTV
NadD block: inhibitors of Staphylococcus aureus NadD. inhibition, % at 20 µM. AID 602399. 360,000 compounds, 0.78% hits. purified NadD enzyme, colorimetric absorbance read-out; in the data active = inhibition above about 26%; note: some compounds past the cut are filed as inactive
Neddyl block: cullin neddylation inhibition; P61081+Q13564; TR-FRET cullin neddylation, biochemical; calls only at 25 µM; 360,000 compounds, 0.58% hits; AID 651699; in the data active = inhibition above about 36%
Tb MetRS inh: blocks T. brucei methionyl-tRNA synthetase activity; inhibition, % at 11.9 µM; 360,000 compounds, 0.4% hits; purified T. brucei MetRS, ATP depletion, Kinase-Glo luminescence; AID 624268;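 active = inhibition above a per-plate cutoff of the control wells' mean inhibition plus 3 SD, cut at about 5.5% in these data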;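 note: 0% = DMSO wells median and 100% = median of wells with control inhibitor compound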
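Material: T. brucei methionyl-tRNA synthetase, purified; reagent: substrates ATP, L-methionine and bulk Escherichia coli tRNA; dosing: 11.9 µM single point; timing: 15 min plus 2 h at 25 °C; detection: luminescence of leftover ATP; evaluation: % inhibition; control set: DMSO-only wells as low control; replicates: singlicate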
NRP1-CendR mod: NRP-1/CendR interaction modulation | O14786 | inhibition, % at 25 µM | FAM-RPARPAR peptide binding to NRP-1, fluorescence polarization | AID 602438 | 360,000 compounds, 0.85% hits;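 active = inhibition or corrected inhibition above about 18%, plus a signal ratio from 0.5 to 1.5, limit read from the data, passing the limit was not always enough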; note: strong numbers were not always called active
Target sequence (O14786 whole entry, looked up): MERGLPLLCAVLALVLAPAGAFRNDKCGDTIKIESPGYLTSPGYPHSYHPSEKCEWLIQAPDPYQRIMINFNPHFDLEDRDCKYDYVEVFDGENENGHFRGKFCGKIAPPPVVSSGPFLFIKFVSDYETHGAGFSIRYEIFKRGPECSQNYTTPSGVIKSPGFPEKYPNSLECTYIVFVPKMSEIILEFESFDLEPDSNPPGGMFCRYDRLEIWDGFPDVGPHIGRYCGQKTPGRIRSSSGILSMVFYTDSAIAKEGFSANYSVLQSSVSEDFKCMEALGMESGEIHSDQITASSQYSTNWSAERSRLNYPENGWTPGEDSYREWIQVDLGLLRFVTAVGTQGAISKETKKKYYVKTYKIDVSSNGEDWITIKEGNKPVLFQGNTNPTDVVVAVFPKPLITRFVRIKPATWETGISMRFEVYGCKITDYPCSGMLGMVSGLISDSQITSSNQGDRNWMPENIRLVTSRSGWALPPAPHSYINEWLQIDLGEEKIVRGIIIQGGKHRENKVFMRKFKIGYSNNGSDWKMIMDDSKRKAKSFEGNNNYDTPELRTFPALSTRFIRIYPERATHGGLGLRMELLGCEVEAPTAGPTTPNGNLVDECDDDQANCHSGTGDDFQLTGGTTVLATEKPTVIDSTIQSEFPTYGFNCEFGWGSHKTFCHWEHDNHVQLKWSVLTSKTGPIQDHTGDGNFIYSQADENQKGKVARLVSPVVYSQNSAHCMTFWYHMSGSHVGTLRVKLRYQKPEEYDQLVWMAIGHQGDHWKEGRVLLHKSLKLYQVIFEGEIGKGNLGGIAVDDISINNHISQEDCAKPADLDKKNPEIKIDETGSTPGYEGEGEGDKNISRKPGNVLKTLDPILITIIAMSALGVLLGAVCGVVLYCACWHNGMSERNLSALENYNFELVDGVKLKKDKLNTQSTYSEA
Starred values were filed as active, the others as inactive; i = inactive; . = no result given. Random draw from the library; about 4.6% have a hit in one of these screens.

Structure,LMPTP inh,STEP block,Scp-1 inhibitor,SKN-1 inh,DNMT1 inh,SUMO1-SIM PPI,NadD block,Neddyl block,Tb MetRS inh,NRP1-CendR mod
CCOC(=O)c1ccccc1NC(=S)N1CCCCC1,-1.4,0.2,-1.0,-0.2,4.6,-1.5,0.7,i,-0.3,8.1
CCN(CC)C(=O)C12CC3CC(CC(Br)(C3)C1)C2,-0.2,-2.0,12.3,0.5,14.9,2.3,3.9,i,-1.3,4.5
CSc1c(CC(=O)Nc2ccccc2)n(C)c2ccccc12,1.1,-0.4,-7.5,-30.8,1.5,4.3,-13.6,i,-0.8,11.5
CN1CCN(/N=C/c2ccc(Cl)c(Cl)c2)CC1,-4.4,0.4,-2.5,28.4,12.3,-5.8,-2.9,i,0.0,-8.6
CC1(C)CC(NC(=S)NCc2ccco2)CC(C)(C)N1,-0.6,1.1,-6.0,0.4,0.2,-3.7,-9.8,i,-0.4,2.2
CC(C)(C)C(=O)NC(=S)Nc1cc(C(=O)O)ccc1Cl,-1.8,3.6,-12.3,25.4,-3.0,3.1,-5.0,i,-1.6,-3.0
Cn1ccnc1C(=O)Cc1ccc([N+](=O)[O-])cc1,-0.2,-0.1,-7.2,14.9,-5.5,-24.6,-0.7,i,-0.7,1.8
CC(C)Sc1nc2c(cnn2-c2ccccc2)c(=O)[nH]1,-0.1,-2.1,12.9,-15.9,2.4,2.6,-1.0,i,-0.7,0.3
O=C1CNC(=S)N1c1nc2ccccc2s1,-0.6,-1.7,-6.9,-9.0,2.4,2.7,-6.8,i,1.8,0.5
O=C(COC(=O)c1cccc(S(=O)(=O)N2CCCCCC2)c1)Nc1ccccc1C(F)(F)F,1.8,5.6,2.8,-9.4,2.3,1.3,-8.9,i,-0.2,-4.6
O=C1CC2(CCCCC2)Oc2ccc(O)cc21,-1.1,-3.0,-1.8,4.1,0.7,-8.0,-0.2,i,-0.5,-11.3
COC(=O)C1=C(C)N(Cc2ccccc2)C(=NCc2ccccc2)N[C@H]1c1cccc(F)c1,0.0,0.5,-0.2,10.2,2.5,-17.9,1.3,i,0.0,-4.0

More structures.
Structure,LMPTP inh,STEP block,Scp-1 inhibitor,SKN-1 inh,DNMT1 inh,SUMO1-SIM PPI,NadD block,Neddyl block,Tb MetRS inh,NRP1-CendR mod
COC(C[C@@H]1O[C@@H]1[C@H](O)[C@@H](C)OCc1ccccc1)OC,-1.1,-2.1,-5.9,22.3,4.7,3.8,-2.9,i,-0.1,13.5
CN(C(=O)c1cccc(OC2CCN(S(=O)(=O)N(C)C)CC2)c1)C1CCOC1 (stereo not drawn),0.3,-1.4,-2.5,-5.7,-1.7,0.6,5.9,i,-0.2,-4.1
Cc1ccc(OC(=O)c2ccc(C)c([N+](=O)[O-])c2)cn1,-0.4,-0.8,-7.7,-3.1,-0.7,-11.4,4.9,i,-0.2,-3.3
CCN(CC)CCN1C(=O)C(=O)/C(=C(/O)c2ccc(S(=O)(=O)N3CCOCC3)cc2)C1c1ccc(C)cc1 (stereo not drawn),-3.7,-3.2,-1.4,-11.2,1.6,-14.5,1.6,i,-0.6,0.4
O=C(c1cccc([N+](=O)[O-])c1)c1ccc2c(c1)C(=O)NC2=O,0.6,2.3,-5.3,-5.2,1.8,-29.4,-1.2,i,-0.9,-6.3
O=C(NCc1ccccc1)c1cc(C2CCCCN2S(=O)(=O)Cc2ccccc2)on1 (stereo not drawn),0.5,-0.5,.,-4.2,-0.7,-0.1,-2.3,i,-0.2,6.4
Cc1nn(C)cc1/C=N/NC(=O)CSc1ccccn1,0.0,-2.8,-8.9,2.1,-2.0,-3.3,-1.7,i,0.2,-4.5
COC(CNC(=O)CNC(=S)N(Cc1ccccc1)Cc1cccs1)OC,0.3,11.3,-4.7,6.8,-0.1,-4.2,-0.4,i,0.1,4.0
Cc1ccc(C)c2sc(NC(=O)c3ccc(N4C(=O)CCC4=O)cc3)nc12,-2.0,-1.0,-1.2,-6.9,41.1,-10.2,2.9,i,-0.9,-19.1
COCc1cc(=O)[nH]c(Sc2c(-c3ccccc3)c3ccc(Cl)cc3[nH]c2=O)n1,0.1,-0.7,-2.1,-7.5,-0.2,1.5,3.2,i,0.5,-20.7
Cc1ccc(CNC(=O)C2CCCN2S(=O)(=O)c2ccc(Cl)cc2)cc1 (stereo not drawn),-0.6,-2.8,4.4,-16.0,0.3,-0.8,-1.9,i,-0.4,-0.6
Cc1cccnc1NC(=S)NCCc1ccccc1,1.7,1.2,-5.4,11.7,0.6,1.0,1.5,i,-0.2,-4.7

Some of the entries so far, with values under each structure:
Results follow in this order: LMPTP inh | STEP block | Scp-1 inhibitor | SKN-1 inh | DNMT1 inh | SUMO1-SIM PPI | NadD block | Neddyl block | Tb MetRS inh | NRP1-CendR mod
COC(CNC(=O)CNC(=S)N(Cc1ccccc1)Cc1cccs1)OC
→ 0.3 | 11.3 | -4.7 | 6.8 | -0.1 | -4.2 | -0.4 | i | 0.1 | 4.0
Cc1ccc(C)c2sc(NC(=O)c3ccc(N4C(=O)CCC4=O)cc3)nc12
→ -2.0 | -1.0 | -1.2 | -6.9 | 41.1 | -10.2 | 2.9 | i | -0.9 | -19.1

(further entries)
Structure,LMPTP inh,STEP block,Scp-1 inhibitor,SKN-1 inh,DNMT1 inh,SUMO1-SIM PPI,NadD block,Neddyl block,Tb MetRS inh,NRP1-CendR mod
COc1cc(/C=C2/C(=N)N3C(SC)=NSC3=NC2=O)ccc1OC(=O)c1ccco1,0.1,-4.0,2.6,-0.2,3.6,-0.6,3.1,i,0.5,-101.7
CCN(CC)S(=O)(=O)c1ccc(OC)c(NC(=O)c2cn(CC)c3nc(C)ccc3c2=O)c1,0.1,2.4,-5.7,-1.2,42.4,-4.5,-2.3,i,-0.3,6.7
COC(=O)Cc1ccc(NC(=O)c2ccccc2Cl)cc1,0.1,2.1,-2.7,3.9,0.5,-0.4,3.3,i,0.0,-4.4
O=C(Nc1ccc2c(c1)oc1ccccc12)c1ccncc1,-1.0,-2.1,-0.2,-10.0,2.0,1.8,3.3,.,-1.8,-1.3
CC(=O)Nc1ccc(-c2ccnc3c2CC(C)(C(=O)NCCc2ccccc2)O3)cc1 (stereo not drawn),0.0,-0.9,.,-2.2,2.5,-9.0,-5.8,i,0.0,-22.1
Cc1ccc(NC(=O)C2COc3ccccc3O2)cc1C (stereo not drawn),0.6,-1.0,-4.7,1.7,-3.0,1.9,-11.5,i,0.2,4.1
O=C(c1cc(C2CCCCN2S(=O)(=O)c2cccs2)on1)N1CCOCC1 (stereo not drawn),-0.8,1.6,.,-7.6,-0.2,43.9*,4.2,i,0.0,7.0
N=C1S/C(=C\c2cn[nH]c2-c2ccc(F)cc2)C(=O)N1c1ccccc1F,-2.3,1.3,-3.7,17.3,11.9,-1.2,11.9,i,-0.7,-7.5
Cc1c(/C(O)=C2\C(=O)C(=O)N(CCN(C)C)C2c2ccco2)cnn1-c1ccccc1 (stereo not drawn),-3.9,-1.0,0.4,-15.4,-3.5,-5.0,-0.2,i,-0.4,-11.2
COc1ccc(C(N)c2csc(Nc3cc(Oc4ccccc4)ncn3)n2)cc1 (stereo not drawn),-0.8,3.7,.,22.5,-3.5,-9.9,7.7,i,-0.2,-4.2
N#Cc1c(NC(=O)C2CC(c3ccccc3O)=NO2)sc2c1CCC2 (stereo not drawn),0.6,1.4,0.7,5.4,-2.8,-1.3,2.3,i,-0.9,-2.6
Cc1ccc(-n2nc(C)c3c(C)c(CCC(=O)NC(C)c4ccccc4)c(C)nc32)cc1 (stereo not drawn),0.0,-1.4,-9.1,-6.3,9.2,-6.2,6.2,i,0.0,4.0

(cont.)
Structure,LMPTP inh,STEP block,Scp-1 inhibitor,SKN-1 inh,DNMT1 inh,SUMO1-SIM PPI,NadD block,Neddyl block,Tb MetRS inh,NRP1-CendR mod
Cc1cc(-n2nc(C)cc2C)n2ncc(-c3ccccc3)c2n1,-0.1,0.2,-3.1,23.2,-2.5,-10.3,-5.9,i,-1.0,-4.6
Cc1ccc(NC(=O)CCS(=O)(=O)c2ccc3nc(C)sc3c2)cc1,-0.4,0.7,-0.4,4.4,-0.6,2.0,2.8,i,0.5,-7.6
CCOc1cc(-c2c(C#N)c(N)nc3c2CCc2ccccc2-3)ccc1O,2.7,2.2,-2.6,13.4,-14.9,2.8,3.6,.,0.1,-0.7
COc1cc2c(cc1OC)C(c1cccs1)N(C(=O)C(C)C)CC2 (stereo not drawn),-1.5,3.3,-13.4,10.5,0.3,-0.8,1.8,i,0.3,0.0
Cc1cccc(CSc2nc3c(cc2C#N)CCC3)c1,0.7,2.2,0.4,-1.7,-2.7,12.2,9.4,i,-0.1,7.0
COc1ccc(CCN(C)C(=O)C2CCN(Cc3cccc(OC)c3OC)CC2)cc1OC,-1.0,-0.8,-5.2,-0.4,2.7,0.6,-7.3,i,-0.9,-1.0
CCOC(=O)C1CCCN(C(=O)/C=C/c2cccc([N+](=O)[O-])c2)C1 (stereo not drawn),-1.9,1.6,-11.9,12.1,6.2,-22.7,-4.4,i,-0.9,6.4
Cc1ccc(-c2nc3ccccc3[nH]2)cc1N,1.9,-2.0,-5.2,6.9,-1.4,-1.0,5.6,.,-2.1,-6.3
COc1ccc(-c2csc(C)n2)cc1OC,-0.5,-2.9,-9.2,-18.9,0.5,2.1,-0.6,i,-0.9,-12.6
Cc1ccccc1NC(=O)NCC1CCN(c2ccc(S(=O)(=O)N3CCOCC3)cc2)CC1,-1.7,-1.5,-2.0,16.4,0.7,2.1,-5.3,i,-0.6,1.7
CCO[C@H]1OC(C(=O)O)=C[C@@H](c2ccccc2)[C@@H]1CCCO,-1.5,-1.2,-2.3,1.1,3.1,-1.3,1.3,i,-0.7,3.3
O=C(Nc1ccc(F)cc1)C1CCCN(c2cnccn2)C1 (stereo not drawn),-1.3,-2.4,-8.8,-13.3,2.2,5.9,-3.6,i,-0.4,7.5

High-throughput results (PubChem)
